Screening data as filed in PubChem BioAssay.
KCNQ1 pot = human KCNQ1 channel potentiation or activation. P51787. CHO-K1 KCNQ1, thallium flux FluxOR fluorescence; stronger effect = higher value. B-score at 10 µM. 0.35% of 310,000 active. AID 2648;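 active means fluorescence ratio B-score, a plate-corrected score, at least three library SD, with initial intensity B-score within 5 SD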
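Assay system: stable KCNQ1 CHO-K1 line; medium: assay buffer, equal DMSO in all wells; timing: 90 min dye loading and 20 min compound exposure, both at room temperature; technique: kinetic FluxOR thallium fluorescence, 10-s 1-Hz baseline, 110-s post-stimulus read; read-out basis: B score of baseline-normalized fluorescence ratio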
KCNQ1 inh = inhibitors of human KCNQ1 potassium channel; CHO-K1 KCNQ1, FluxOR thallium flux fluorescence; stronger effect = higher value; B-score at 10 µM; 1.3% of 310,000 active; AID 2642;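 active means compounds whose thallium flux B-score, printed positive for inhibition, exceeds three library SD while starting fluorescence stays within three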;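 further: channel opened by potassium depolarization with thallium stimulus after 20 min compound exposure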
GSK3A inh = inhibitors of human GSK-3 alpha kinase; 0.1% of 320,000 active; inhibition, % at 10 µM; P49840; ADP-Glo luminescence, 60 min;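 in the data active means inhibition above about 50%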;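 further: GST-tagged GSK-3 alpha with peptide substrate and 25 µM ATP; 0% = DMSO neutral wells and 100% = GW8510 positive control wells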
RGS4 act = RGS4 potentiation or activation; 0.92% of 310,000 active; HEK293 M3R/inducible RGS4, carbachol calcium flux Fluo4; stronger effect = lower value; AID 463111; B-score at 10 µM;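 active means B-score of the integrated calcium signal more than 4 SD below the library mean, with starting fluorescence not abnormally high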;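 further: negative B-score means reduced calcium response which marks RGS4 activation or potentiation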
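test system = HEK293 cells with stable M3R and inducible RGS4 | schedule = recording 10 s baseline at 1 Hz, 100 s post-agonist | technique = Fluo4-AM (2 µM) calcium-flux fluorescence, kinetic read | measure = Agonist-evoked peak-minus-minimum fluorescence over baseline, integrated ratio, B score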
KCNK9 block = human KCNK9 channel inhibition; Q9NPC2; HEK293 KCNK9, FluxOR thallium flux fluorescence; stronger effect = lower value; B-score at 10 µM; 1.2% of 310,000 active; AID 488922;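 active means ratio B-score over 3 SD below the library mean, with starting fluorescence within 5 SD of its mean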;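 further: negative B-score means less thallium flux so channel inhibition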
KCNK3 block = human KCNK3 channel inhibition, primary screen | CHO-KCNK3 thallium flux, FluxOR fluorescence; stronger effect = lower value | B-score at 10 µM | 0.84% of 340,000 active;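 active means B-score under library mean minus 4 SD, starting fluorescence ratio at most library mean plus 5 SD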;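 further: more negative B-score means stronger inhibition of thallium flux through KCNK3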
DYRK1A inh = blocks rat Dyrk1A kinase activity; inhibition, % at 12.5 µM; ADP-Glo luminescence, NFATc1 peptide; Q63470; 0.43% of 310,000 active; AID 504441; in the data active means inhibition above about 50%;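 further: plate controls were vehicle with enzyme for no effect and no enzyme for full effect; many of its hits are not listed in these tables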
hERG rescue = shields human hERG channel from block by proarrhythmic agents | Q12809 | CHO-hERG, FluxOR thallium flux, dofetilide IC70 present | activation (rescue from dofetilide block), less the hit threshold, % at 10 µM | 0.51% of 310,000 active | AID 1511;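 active means activation above the mean of controls blocked by dofetilide plus 5 SD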;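 further: thallium influx through hERG after potassium depolarization seen as dye fluorescence rise; in these data hits start at about 4.7%; inactives centre near -7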
Target sequence (Q12809 whole entry, looked up): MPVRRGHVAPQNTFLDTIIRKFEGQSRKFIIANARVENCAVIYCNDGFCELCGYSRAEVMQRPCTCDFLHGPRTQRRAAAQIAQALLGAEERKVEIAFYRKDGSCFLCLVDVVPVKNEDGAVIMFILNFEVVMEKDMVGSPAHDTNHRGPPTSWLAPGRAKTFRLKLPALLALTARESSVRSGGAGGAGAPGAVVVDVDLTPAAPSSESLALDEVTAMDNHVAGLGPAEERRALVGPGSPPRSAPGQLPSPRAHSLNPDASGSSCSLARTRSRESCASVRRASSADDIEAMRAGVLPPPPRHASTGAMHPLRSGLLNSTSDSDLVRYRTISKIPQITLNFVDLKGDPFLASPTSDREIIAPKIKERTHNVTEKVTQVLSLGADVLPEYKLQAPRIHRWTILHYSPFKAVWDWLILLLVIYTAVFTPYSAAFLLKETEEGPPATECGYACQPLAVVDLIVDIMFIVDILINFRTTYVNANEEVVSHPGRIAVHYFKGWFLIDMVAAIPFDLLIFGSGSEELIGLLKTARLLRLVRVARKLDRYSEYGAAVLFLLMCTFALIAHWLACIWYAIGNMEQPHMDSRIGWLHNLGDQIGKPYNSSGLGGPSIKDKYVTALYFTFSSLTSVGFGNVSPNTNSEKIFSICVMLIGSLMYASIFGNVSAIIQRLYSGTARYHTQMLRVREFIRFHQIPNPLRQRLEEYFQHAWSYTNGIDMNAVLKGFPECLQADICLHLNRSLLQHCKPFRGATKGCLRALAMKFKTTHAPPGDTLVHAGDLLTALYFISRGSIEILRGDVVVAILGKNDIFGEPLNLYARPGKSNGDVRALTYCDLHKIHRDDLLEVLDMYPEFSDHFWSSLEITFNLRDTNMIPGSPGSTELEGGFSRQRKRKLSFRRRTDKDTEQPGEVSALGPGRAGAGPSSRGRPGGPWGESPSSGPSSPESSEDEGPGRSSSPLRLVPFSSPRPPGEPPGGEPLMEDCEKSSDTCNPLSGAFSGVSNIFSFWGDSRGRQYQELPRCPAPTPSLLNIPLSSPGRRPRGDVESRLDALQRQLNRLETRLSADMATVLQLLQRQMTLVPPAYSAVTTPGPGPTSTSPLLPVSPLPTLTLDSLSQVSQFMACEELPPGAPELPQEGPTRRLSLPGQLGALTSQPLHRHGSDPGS
PolyA inhibitor = yeast polyadenylation inhibition; S. cerevisiae SKY197-pL101 polyadenylation reporter, beta-gal luminescence; efflux-impaired pdr1/pdr3 knockout yeast; score 100 = 6 SD above DMSO; 0.02% of 300,000 active; calls only at 12 µM;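 active means lowest replicate activity score at least 50, where 100 means six control SD above control mean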;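 further: yeast exposed to compound for 9 h at 30 °C; higher score means more reporter readthrough which indicates perturbed polyadenylation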
GSK3B inh = human GSK3beta kinase inhibition; P49841; GST-GSK3beta kinase, ADP-Glo luminescence, 60 min; stronger effect = lower value; activity score (negative = inhibition), % at 10 µM; 0.038% of 300,000 active; AID 2097;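 active means more than half of replicate wells score below -50%, meaning over 50% inhibition versus plate controls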;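 further: 0% = median DMSO wells and -100% = median GW8510 positive control wells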
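Test system – GST-tagged human GSK3beta kinase, cell-free · Incubation – 60 min enzyme reaction, room temperature · Signal – ADP-Glo luminescence · Also added – peptide substrate and ATP at 25 µM · Controls – DMSO neutral wells and GW8510 at 20 µM as positive · Buffer or medium – Tris/MgCl2 kinase buffer · Measure – Luminescence-derived activity versus plate DMSO and GW8510 wells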
RGS4 block = human RGS4 inhibition; HEK293 M3R/RGS4 inducible, Fluo-4 calcium flux; stronger effect = higher value; triggered by carbachol at its EC20; B-score at 10 µM; 0.45% of 310,000 active; AID 463165;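 active means B-score, a plate-corrected calcium signal, over three deviations above library mean, with baseline fluorescence within five deviations of library mean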;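 further: RGS4 expression induced by doxycycline in cells with stable M3 receptor; B-score is computed from the integrated fluorescence ratio over baseline after carbachol; higher B-score means a larger calcium signal and so more RGS4 inhibition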
* = called active by the depositor. An excerpt; count on the stated rates, not on these rows.

What do the screens show for `CN(C)CC(=O)c1ccc(-c2ccccc2)cc1`?
KCNQ1 pot: inactive; KCNQ1 inh: inactive; GSK3A inh: -1.4; RGS4 act: inactive; KCNK9 block: inactive; KCNK3 block: inactive; DYRK1A inh: -5.8; hERG rescue: -6.1; PolyA inhibitor: inactive; GSK3B inh: 3.1; RGS4 block: inactive

How did N#Cc1ccc(C(=O)N/N=C/c2cn(CC(=O)O)c3ccccc23)c(F)c1 do in these assays?
KCNQ1 pot: inactive; KCNQ1 inh: inactive; GSK3A inh: 3.2; RGS4 act: inactive; KCNK9 block: inactive; KCNK3 block: inactive; DYRK1A inh: -3.9; hERG rescue: -2.9; PolyA inhibitor: inactive; GSK3B inh: -7.3; RGS4 block: inactive

How did COc1ccccc1S(=O)Cc1ccc(C(=O)NCc2ccccc2Cl)o1 (stereo not given) do in these assays?
KCNQ1 pot: inactive; KCNQ1 inh: inactive; GSK3A inh: -3.6; RGS4 act: inactive; KCNK9 block: inactive; KCNK3 block: inactive; DYRK1A inh: -8.2; hERG rescue: -6.8; PolyA inhibitor: inactive; GSK3B inh: 2.8; RGS4 block: inactive

What do the screens show for `O=C(/C=C/c1ccc2c(c1)OCO2)c1ccccn1`?
KCNQ1 pot: inactive; KCNQ1 inh: inactive; GSK3A inh: -0.6; RGS4 act: inactive; KCNK9 block: inactive; KCNK3 block: inactive; DYRK1A inh: 15.3; hERG rescue: -2.1; PolyA inhibitor: inactive; GSK3B inh: -0.3; RGS4 block: inactive

Results for O=C(CSC1=NCCS1)NC(NC(=O)CSC1=NCCS1)c1ccccc1 ?
KCNQ1 pot: inactive; KCNQ1 inh: inactive; GSK3A inh: -0.7; RGS4 act: inactive; KCNK9 block: inactive; KCNK3 block: inactive; DYRK1A inh: -0.1; hERG rescue: -7.5; PolyA inhibitor: inactive; GSK3B inh: -0.8; RGS4 block: inactive

How did c1cc2nnnn2nc1N1CCCCCC1 do in these assays?
KCNQ1 pot: inactive; KCNQ1 inh: inactive; GSK3A inh: 0.1; RGS4 act: inactive; KCNK9 block: inactive; KCNK3 block: inactive; DYRK1A inh: -0.4; hERG rescue: -0.2; PolyA inhibitor: inactive; GSK3B inh: -4.5; RGS4 block: inactive

How did COc1cc(OC)cc(C(=O)NC2CCCCCCC2)c1 do in these assays?
KCNQ1 pot: inactive; KCNQ1 inh: inactive; GSK3A inh: 12.5; RGS4 act: inactive; KCNK9 block: inactive; KCNK3 block: inactive; DYRK1A inh: -1.9; hERG rescue: 0.6; PolyA inhibitor: inactive; GSK3B inh: -3.6; RGS4 block: inactive

How did COc1ccc(CCNC(=O)CSc2nc3c(c(=O)n(C)c(=O)n3C)n2C(C)C)cc1OC do in these assays?
KCNQ1 pot: inactive; KCNQ1 inh: inactive; GSK3A inh: -2.8; RGS4 act: inactive; KCNK9 block: inactive; KCNK3 block: inactive; DYRK1A inh: 4.5; hERG rescue: -0.1; PolyA inhibitor: inactive; GSK3B inh: 2.1; RGS4 block: inactive

What do the screens show for `Cc1ccc(-c2nc(-c3ccccn3)no2)cc1Cl`?
KCNQ1 pot: inactive; KCNQ1 inh: inactive; GSK3A inh: 3.8; RGS4 act: inactive; KCNK9 block: inactive; KCNK3 block: inactive; DYRK1A inh: 2.4; hERG rescue: -4.6; PolyA inhibitor: inactive; GSK3B inh: -3.8; RGS4 block: inactive

How did CCn1c(=O)c(C(=O)Nc2nc3ccccc3[nH]2)c(O)c2ccccc21 do in these assays?
KCNQ1 pot: inactive; KCNQ1 inh: inactive; RGS4 act: inactive; KCNK9 block: inactive; KCNK3 block: inactive; DYRK1A inh: 6.5; hERG rescue: -5.7; PolyA inhibitor: inactive; GSK3B inh: -0.2; RGS4 block: inactive

How did O=C(c1cccs1)N(Cc1cc2ccccc2[nH]c1=O)c1ccccc1 do in these assays?
KCNQ1 pot: inactive; KCNQ1 inh: inactive; GSK3A inh: 0.5; RGS4 act: inactive; KCNK9 block: inactive; KCNK3 block: inactive; DYRK1A inh: -3.1; hERG rescue: -9.2; PolyA inhibitor: inactive; GSK3B inh: 0.7; RGS4 block: inactive

How did CCOCCCNC(=O)C1CCN(Cc2cccc(OCc3ccccc3)c2)CC1 do in these assays?
KCNQ1 pot: inactive; KCNQ1 inh: inactive; GSK3A inh: -2.2; RGS4 act: inactive; KCNK9 block: inactive; KCNK3 block: inactive; DYRK1A inh: 6.6; hERG rescue: -5.7; PolyA inhibitor: inactive; RGS4 block: inactive

How did CCOc1ccc(NC(=S)NNC(=O)c2ccc(Br)cc2)cc1 do in these assays?
KCNQ1 pot: inactive; KCNQ1 inh: 6*; GSK3A inh: -3.6; RGS4 act: inactive; KCNK9 block: inactive; KCNK3 block: inactive; hERG rescue: -9.0; PolyA inhibitor: inactive; GSK3B inh: -4.7; RGS4 block: inactive

How did CC(Cc1ccco1)NC(=O)c1cccc(S(=O)(=O)N(C)C)c1 (stereo not given) do in these assays?
KCNQ1 pot: inactive; KCNQ1 inh: inactive; GSK3A inh: -1.2; RGS4 act: inactive; KCNK9 block: inactive; KCNK3 block: inactive; DYRK1A inh: -8.4; hERG rescue: -13.2; PolyA inhibitor: inactive; GSK3B inh: -1.9; RGS4 block: inactive

What do the screens show for `Cc1cc(-n2cc(Br)c(=O)[nH]c2=O)nc(-c2ccccc2)n1`?
KCNQ1 pot: inactive; KCNQ1 inh: inactive; GSK3A inh: 0.1; RGS4 act: inactive; KCNK9 block: inactive; KCNK3 block: inactive; DYRK1A inh: 11.3; hERG rescue: -13.9; PolyA inhibitor: inactive; GSK3B inh: -0.5; RGS4 block: inactive

How did COc1ccc(C(=S)NC2CCCCC2)cc1 do in these assays?
KCNQ1 pot: inactive; KCNQ1 inh: inactive; RGS4 act: inactive; KCNK9 block: inactive; KCNK3 block: inactive; DYRK1A inh: 10.0; hERG rescue: -6.8; PolyA inhibitor: inactive; GSK3B inh: -0.6; RGS4 block: inactive

How did CC1CCCCN1S(=O)(=O)c1ccc2c(c1)oc(=O)n2CC(=O)O (stereo not given) do in these assays?
KCNQ1 pot: inactive; KCNQ1 inh: inactive; GSK3A inh: -0.5; RGS4 act: inactive; KCNK9 block: inactive; KCNK3 block: inactive; DYRK1A inh: -1.0; hERG rescue: -6.4; PolyA inhibitor: inactive; GSK3B inh: 1.7; RGS4 block: inactive

What do the screens show for `CC(C)CSc1nsc(N)n1`?
KCNQ1 pot: inactive; KCNQ1 inh: inactive; GSK3A inh: -0.4; RGS4 act: inactive; KCNK9 block: inactive; KCNK3 block: inactive; DYRK1A inh: -8.5; hERG rescue: -2.6; PolyA inhibitor: inactive; GSK3B inh: 3.3; RGS4 block: inactive

What do the screens show for `Cn1c(=O)c2cc(S(=O)(=O)NCCC(=O)Nc3ccccc3F)ccc2n(C)c1=O`?
KCNQ1 pot: inactive; KCNQ1 inh: inactive; GSK3A inh: -0.9; RGS4 act: inactive; KCNK9 block: inactive; KCNK3 block: inactive; DYRK1A inh: -6.1; hERG rescue: -9.2; PolyA inhibitor: inactive; GSK3B inh: 1.8; RGS4 block: inactive

Results for C/C(CC(=O)Nc1ccccn1)=N\NC(=O)C(=O)Nc1cccc(Cl)c1C ?
KCNQ1 pot: inactive; KCNQ1 inh: inactive; GSK3A inh: -0.9; RGS4 act: inactive; KCNK9 block: inactive; KCNK3 block: inactive; DYRK1A inh: 5.1; hERG rescue: 0.9; PolyA inhibitor: inactive; GSK3B inh: -0.3; RGS4 block: inactive

Results for COc1ccc(CN(C)CC(=O)NC2CCCc3ccccc32)cc1OC (stereo not given) ?
KCNQ1 pot: inactive; KCNQ1 inh: inactive; GSK3A inh: -0.8; RGS4 act: inactive; KCNK9 block: inactive; KCNK3 block: inactive; DYRK1A inh: 1.0; hERG rescue: -16.9; PolyA inhibitor: inactive; GSK3B inh: 1.1; RGS4 block: inactive

What do the screens show for `Cc1occc1-c1nnc(SCC(=O)Nc2ccccc2)n1C`?
KCNQ1 pot: inactive; KCNQ1 inh: inactive; GSK3A inh: -2.3; RGS4 act: inactive; KCNK9 block: inactive; KCNK3 block: inactive; DYRK1A inh: 1.8; hERG rescue: -6.7; PolyA inhibitor: inactive; GSK3B inh: -5.8; RGS4 block: inactive

What do the screens show for `COC(=O)c1sc(N2C(=O)c3oc4ccccc4c(=O)c3C2c2cccc(O)c2)nc1C` (stereo not given)?
KCNQ1 pot: inactive; KCNQ1 inh: inactive; GSK3A inh: -0.8; RGS4 act: inactive; KCNK9 block: inactive; KCNK3 block: inactive; DYRK1A inh: -2.0; hERG rescue: -6.8; PolyA inhibitor: inactive; GSK3B inh: 2.2; RGS4 block: inactive

How did Cc1cc2nc(-c3cccc(NC(=O)c4ccc(Br)o4)c3)oc2cc1C do in these assays?
KCNQ1 pot: inactive; KCNQ1 inh: inactive; RGS4 act: inactive; KCNK9 block: -9.83*; KCNK3 block: -9.51*; DYRK1A inh: 6.3; hERG rescue: -9.1; PolyA inhibitor: inactive; GSK3B inh: 4.5; RGS4 block: inactive

What do the screens show for `COc1cc(OC)cc(C(=O)Nc2cccc3cccnc23)c1`?
KCNQ1 pot: inactive; KCNQ1 inh: inactive; GSK3A inh: -1.1; RGS4 act: inactive; KCNK9 block: inactive; KCNK3 block: inactive; DYRK1A inh: -2.2; hERG rescue: -2.5; PolyA inhibitor: inactive; GSK3B inh: -3.4; RGS4 block: inactive

Results for CN(C(=O)COC(=O)c1ccc([N+](=O)[O-])cc1N)c1ccccc1 ?
KCNQ1 pot: inactive; KCNQ1 inh: inactive; GSK3A inh: -0.1; RGS4 act: inactive; KCNK9 block: inactive; KCNK3 block: inactive; DYRK1A inh: -3.2; hERG rescue: -2.0; PolyA inhibitor: inactive; GSK3B inh: 0.8; RGS4 block: inactive
